High-throughput results deposited in PubChem by Sanford-Burnham Center for Chemical Genomics.
hIAP act: human IAP activators, primary screen, biochemical, luminescence, uHTS. purified human IAP, CDP-Star luminescence, 30 min; hits give high values; 1 = vehicle-only enzyme, 0 = enzyme-free background. AID 2524, 2010. 330,000 compounds, 0.16% hits. Intestinal-type alkaline phosphatase (Homo sapiens), P09923. activation factor at 10 µM;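 active means activation factor of the enzyme at least 2-fold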; further: the source names both 10 and 20 µM as test concentration; values of inactives mirror those of a sister screen read the other way
Target sequence (P09923 whole entry, looked up): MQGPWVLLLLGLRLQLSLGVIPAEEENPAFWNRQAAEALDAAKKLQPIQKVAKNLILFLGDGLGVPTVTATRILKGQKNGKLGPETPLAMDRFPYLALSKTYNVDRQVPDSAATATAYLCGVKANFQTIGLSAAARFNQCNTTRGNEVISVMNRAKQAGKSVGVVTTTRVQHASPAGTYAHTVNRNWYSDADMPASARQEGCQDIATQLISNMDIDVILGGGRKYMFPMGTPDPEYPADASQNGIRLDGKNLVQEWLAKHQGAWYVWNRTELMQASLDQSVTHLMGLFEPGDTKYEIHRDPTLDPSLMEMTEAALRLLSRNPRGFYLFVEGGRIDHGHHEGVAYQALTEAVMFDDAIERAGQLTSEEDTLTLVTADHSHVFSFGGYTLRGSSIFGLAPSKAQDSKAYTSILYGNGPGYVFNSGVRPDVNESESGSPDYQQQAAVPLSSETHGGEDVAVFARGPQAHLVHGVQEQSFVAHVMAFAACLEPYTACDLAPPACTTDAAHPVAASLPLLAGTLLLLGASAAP
hIAP inh: human IAP inhibitors, primary screen, biochemical, luminescence, uHTS; purified IAP, CDP-Star luminescence, 30 min; Intestinal-type alkaline phosphatase (Homo sapiens), P09923; AID 2544, 2010; 330,000 compounds, 0.12% hits; inhibition, % at 10 µM;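 active means inhibition reaching a set limit with compound at 10 µM in the primary screen, cut at about 35% in these data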;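 further: plate controls were DMSO wells with enzyme for no effect and no-enzyme buffer wells for full effect; values of inactives mirror those of a sister screen read the other way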
A3G deaminase: APOBEC3G DNA deaminase inhibitors, primary screen, biochemical, fluorescence, single-stranded DNA substrate, uHTS. 330,000 compounds, 0.28% hits. recombinant A3G, ssDNA deamination FAM/TAMRA fluorescence. inhibition, % at 20 µM. DNA dC->dU-editing enzyme APOBEC-3G (Homo sapiens), Q9HC16. AID 493012, 2011;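 active means inhibition of at least 40% at 20 µM, with no more than 30% in the related APOBEC3A deaminase screen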;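 further: plate controls were DMSO wells with A3G for no effect and wells lacking A3G enzyme for full effect; some compounds called inactive have numbers as strong as hits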
beta cell repl: inducers of MIN6 beta-cell proliferation, primary screen, ATP luminescence, uHTS. 330,000 compounds, 0.29% hits. MIN6 cells proliferation, ATPlite luminescence, 48 h; cells starved in 0.2% serum; 100% = growth in 10% serum. proliferation, % at 10 µM;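 active means compounds whose signal lies at least 3.5 SD above the mean of all wells on their plate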;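 further: 0% = DMSO-treated cells in low-serum medium and 100% = 10% serum control; some compounds called inactive have numbers as strong as hits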
NALP3 yeast inh: NALP3 inflammasome inhibitors in reconstituted yeast, primary screen, luminescence, uHTS; Yeast reconstituted NLRP3/ASC/caspase-1, beta-gal luminescence, 24 h; inhibition, % at 10 µM; 330,000 compounds, 0.39% hits;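 active means inhibition of 50% or more; inactive means inhibition below 50%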;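 further: plate controls were induced DMSO wells for no effect and uninduced yeast grown without galactose for full effect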
mIAP act: activators of mouse IAP, primary screen, biochemical, luminescence, uHTS | intestinal alkaline phosphatase [Mus musculus] | muIAP, CDP-Star luminescence, 30 min; hits give high values; 1 = vehicle-only enzyme signal, 0 = enzyme-free wells | activation factor at 10 µM | 330,000 compounds, 0.24% hits;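 active means activation factor of at least 2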; further: the source names both 10 and 20 µM as test concentration; values of inactives mirror those of a sister screen read the other way
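also added = chemiluminescent substrate CDP-Star | test system = mouse IAP enzyme | signal = chemiluminescence readout | compound = DMSO-dissolved test compounds | incubation = 30 min at room temperature | benchmarks = DMSO wells, no-enzyme wells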
SENP1 inh: human SENP1 catalytic domain inhibitors, primary screen, biochemical, FRET, uHTS; recombinant SENP1 catalytic domain, CyPet-SUMO1-YPet FRET cleavage; 360,000 compounds, 0.21% hits; Sentrin-specific protease 1 (Homo sapiens), Q9P0U3; inhibition, % at 10 µM;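 active means inhibition at least 30% at 10 µM, raw YFP signal under a set limit, fluorescence ratio 0.5 to 1.5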;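 further: 0% = enzyme with DMSO and 100% = no enzyme wells; some results filed as inactive read as strong as hits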
Target sequence (Q9P0U3 419-644 limits assumed): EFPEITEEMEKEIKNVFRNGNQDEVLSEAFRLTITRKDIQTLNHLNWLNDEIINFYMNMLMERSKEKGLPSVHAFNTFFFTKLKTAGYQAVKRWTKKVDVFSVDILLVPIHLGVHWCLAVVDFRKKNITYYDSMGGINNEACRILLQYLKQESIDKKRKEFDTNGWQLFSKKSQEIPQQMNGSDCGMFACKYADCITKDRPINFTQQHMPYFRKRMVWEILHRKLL
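Material: hSENP1 catalytic domain, recombinant; medium: Tris pH 8 with BME, BSA, NP40 and catalase; compound: single concentration of 10 µM compound, 0.5% DMSO final; technique: FRET read of cyan and yellow fluorescence; timing: 50 min enzyme reaction, room temperature, light-protected; reagent: SFCypet-SUMO1-SFYpet substrate at 25 nM; control set: no-enzyme low, enzyme-DMSO high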
A3A deaminase: APOBEC3A ssDNA deaminase inhibitors, primary screen, selectivity assay for APOBEC3G inhibitor project, biochemical, FAM/TAMRA oligo cleavage fluorescence. AID 493011, 2011. 330,000 compounds, 0.41% hits. DNA dC->dU-editing enzyme APOBEC-3A (Homo sapiens), P31941. inhibition, % at 20 µM. recombinant A3A, FAM/TAMRA ssDNA deamination fluorescence;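 active means at least 40% inhibition at 20 µM here, with at most 30% in a related deaminase screen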;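 further: plate controls were A3A with DMSO for no effect and wells lacking A3A enzyme for full effect; some results filed as inactive read as strong as hits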
Target sequence (P31941 whole entry, looked up): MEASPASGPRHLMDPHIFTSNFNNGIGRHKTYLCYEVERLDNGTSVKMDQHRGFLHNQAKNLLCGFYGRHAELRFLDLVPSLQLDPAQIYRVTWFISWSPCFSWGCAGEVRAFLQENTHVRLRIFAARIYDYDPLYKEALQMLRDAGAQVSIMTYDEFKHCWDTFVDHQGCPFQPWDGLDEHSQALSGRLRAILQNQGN
mIAP inh: inhibitors of mouse IAP, primary screen, biochemical, luminescence, uHTS; purified mouse IAP, CDP-Star luminescence, 30 min; inhibition, % at 10 µM; AID 2806, 2010; 330,000 compounds, 0.2% hits; intestinal alkaline phosphatase [Mus musculus];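 active means inhibition of at least 40% at 10 µM in the primary screen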;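 further: plate controls were DMSO with enzyme for no effect and no enzyme wells for full effect; values of inactives mirror those of a sister screen read the other way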
Active calls of the source: *; / = no result given.

SMILES	hIAP act	hIAP inh	A3G deaminase	beta cell repl	NALP3 yeast inh	mIAP act	SENP1 inh	A3A deaminase	mIAP inh
CCOc1ccccc1N1CC(C(=O)N(Cc2nnc(-c3ccccc3Cl)o2)C2CC2)CC1=O (stereo not given)	1.1	-6	-1	4	-4	0.95	0	1	5
CN(C)CCNC(=O)C(C(=O)c1ccccc1)n1ccccc1=O (stereo not given)	0.92	8	-7	1	-5	0.94	2	-1	6
CCC(=O)N1CCCc2cc(S(=O)(=O)NCc3cccs3)ccc21	0.84	16	-3	-2	-3	1	-2	-1	-3
CCC(C)c1ccc(-c2cc(C(=O)OCC(=O)Nc3cc(C)on3)c3ccccc3n2)cc1 (stereo not given)	0.82	18	-6	-2	16	0.95	1	-2	5
Cc1ccc(-c2nc3ccccc3c(=O)n2CCCN2CCOCC2)cc1	0.93	7	-1	-5	1	0.95	-2	5	5
O=C(O)c1ccc(S(=O)(=O)NC2CCCCCC2)cc1	0.77	24	1	-2	2	1.1	2	1	-6
CCOc1ccccc1N1CCN(C(=O)c2csc(C)c2CC)CC1	1	-3	1	2	22	1	0	2	0
CCN(C(=O)CSc1nnc(-c2ccco2)n1C)c1c(N)n(Cc2ccccc2)c(=O)[nH]c1=O	1	0	-8	2	9	1.1	-1	-2	-10
Cc1ccc(NC(=O)CN(C)C(=O)CNC(=O)c2ccc3c(c2)OCO3)cc1	1	-2	-8	-1	21	0.97	1	-3	3
NS(=O)(=O)c1ccc(CCNC(=O)C2CCC(CNS(=O)(=O)c3ccc(Br)s3)CC2)cc1 (stereo not given)	1.2	-18	-7	-3	8	0.94	-2	-2	6
COc1cccc(NC(=O)c2ccccc2-c2ccccc2)c1	0.95	5	-5	-1	4	0.96	1	-1	4
CCCN1C(=O)C(NC(C)=O)c2ccccc21 (stereo not given)	1	0	-6	1	5	0.93	0	-5	7
Cc1ccc(C2N(c3ccccc3)C(=O)N3CCCN23)cc1 (stereo not given)	1.2	-24	-1	3	28	1.1	0	-3	-6
COc1cc(CNc2ccc(O)cc2)cc(Br)c1OCc1ccccc1F	1	-1	0	0	30	0.91	0	2	9
COc1ccc(C(=O)COC(=O)CNC(=O)c2ccc(Cl)cc2Cl)c(OC)c1	0.96	4	-7	-3	13	0.96	0	6	4
CCN(C(=O)COC(=O)c1cc(NS(=O)(=O)c2ccc(Cl)c([N+](=O)[O-])c2)ccc1O)C1CCCCC1	1.1	-12	-9	-7	-1	1	1	0	-2
O=C(c1cccnc1)n1nc(NCc2ccccc2)nc1NCc1ccccc1	1.2	-20	-1	-2	9	0.93	2	-1	7
O=C(NCc1ccc(Cl)cc1)c1cc(-c2cccs2)on1	1	-1	-2	0	34	0.93	1	4	7
CC(N=C1NS(=O)(=O)c2ccccc21)C(=O)NCc1ccc2c(c1)OCO2 (stereo not given)	0.95	5	-6	-3	9	0.96	-2	-3	4
CC1=C(C(=O)Nc2ccccc2F)C(c2ccsc2)C2=C(CC(C)(C)CC2=O)N1 (stereo not given)	1.1	-9	1	-2	-3	1.2	-59	2	-16
C=CCOc1c(Cl)cc(/C=N/O)cc1OC	0.93	7	-9	1	22	0.97	0	-5	3
Cc1cc(C)nc(N2CCCC(C(=O)Nc3cc(F)ccc3C)C2)n1 (stereo not given)	0.84	16	-6	1	15	0.95	-1	5	4
CCCOc1ccc2c3c(c(=O)oc2c1)CCCC3	0.93	7	-6	0	55*	0.91	-1	-6	10
CC(C)OP(=O)(c1ccc(N(C)C)cc1)C(O)c1cccnc1 (stereo not given)	1.1	-10	-5	-2	16	0.99	1	-1	1
O=C(Cn1cnc2ccccc21)Nc1cccc(S(=O)(=O)N2CCCC2)c1	1.1	-7	-6	-8	0	1.1	2	4	-11
Cc1nn(C(C)C(=O)NCc2ccc(Cl)cc2)c(=O)c2cc3occc3n12 (stereo not given)	1.2	-18	-7	-1	21	0.96	0	-7	4
Cc1ccc(-c2c(C#N)c(N)nc3c2CCCC3)s1	1.1	-6	-1	-2	4	0.88	-114	1	12
NC(=O)CSc1nnc(-c2cnccn2)n1Cc1ccco1	0.86	14	-8	-3	17	0.93	-2	-3	7
COc1ccc(OC)c(S(=O)(=O)Nc2c(C)nn(C)c2C)c1	1.2	-22	-9	9	7	0.99	1	0	1
COc1cc2c(c(OC)c1OC)C(c1ccccc1C)CC(=O)O2 (stereo not given)	/	/	-1	/	/	1.1	-1	1	-8
Cc1c(S(=O)(=O)N2CCN(c3cccc(C(F)(F)F)c3)CC2)c(=O)n(C)c(=O)n1C	0.94	6	-7	2	14	1	-1	-2	-1
CCOc1ccc(CN(C)CC(=O)Nc2ccccc2C(=O)NC2CC2)cc1	0.79	21	-7	2	-3	0.99	0	-3	1
COC(=O)c1ccc(COc2ccc(Cl)cc2)o1	0.86	14	-8	-2	17	0.94	2	0	6
CCC(Cc1ccccc1)NC(=O)C1CCC(CNc2c(N3CCCC3)c(=O)c2=O)CC1 (stereo not given)	0.84	16	-8	3	7	0.93	12	-5	8
COC(=O)c1sccc1NC(=O)Nc1cccc(Cl)c1Cl	0.77	23	1	1	3	1.2	0	2	-16
O=C(c1cccs1)N1CCN=C1SCc1ccc(F)cc1	1	0	-6	0	1	1	-1	-2	0
Cc1nc2ccccc2cc1OCc1ccccc1	0.79	21	-4	-6	29	0.96	-2	1	4
C/C(=C1/SC(N2CCOCC2)=NC1=O)c1ccc(Br)cc1	0.9	10	-6	1	15	1	0	-3	-3
CCCNC(=O)COC(=O)CCC(=O)c1cccs1	1.2	-18	-2	0	-14	0.94	3	-2	6
CCCCn1c(N)c(N(CCOC)C(=O)COC(=O)COc2c(C)cccc2C)c(=O)[nH]c1=O	1.2	-16	-6	6	4	1.1	0	-3	-5

Further results
mol,hIAP act,hIAP inh,A3G deaminase,beta cell repl,NALP3 yeast inh,mIAP act,SENP1 inh,A3A deaminase,mIAP inh
Cc1ccc2nc(SCC(=O)N3c4ccccc4CC3C)c(C)cc2c1 (stereo not given),0.87,13,2,-2,7,1,1,1,-1
O=C(COC(=O)/C=C/c1ccc(Br)o1)Nc1ccc2[nH]c(=O)[nH]c2c1,1.2,-23,83,-3,-7,0.87,-17,73,13
O=C(NN1C(=O)CSC1=S)C(=O)NN1C(=O)CSC1=S,2.5*,-145,87,-2,-7,0.11,1,99,89*
CC(NC(=O)c1ccco1)C(=O)NC(C)c1cc(F)c(Cl)cc1Cl (stereo not given),1.1,-8,-6,0,9,1.2,-1,-3,-20
COc1ccc(OC)c(NC(=O)N[C@H](Cc2ccccc2)C(=O)NN)c1,1.2,-21,-1,2,1,1,-2,-1,-5
CC(C)N(Cc1nc(-c2ccccc2)no1)C(=O)C(C)(C)C,0.83,17,-1,-3,20,1.1,-1,1,-6
CCOC(=O)c1c(C)[nH]c(C(=O)OCC(=O)NCCc2ccc(OCC)c(OCC)c2)c1C,0.91,9,-7,-2,16,1.3,-2,-4,-33
Cc1cc(NC(=O)COC(=O)CCNS(=O)(=O)c2ccccc2)n(-c2ccccc2)n1,0.91,9,0,1,14,1,0,0,-2
CCCNc1nc2c(c(=O)n(C)c(=O)n2C)n1Cc1cccc(C)c1,0.98,2,-6,-4,15,1.1,2,0,-9
COC(=O)c1ccc(C2/C(=C(\O)c3cccc(OC)c3)C(=O)C(=O)N2CCCN(C)C)cc1 (stereo not given),0.9,10,-5,-1,13,0.99,2,-3,1
CCCCN(C(=O)CN1CC(C)OC(C)C1)c1c(N)n(CC(C)C)c(=O)[nH]c1=O (stereo not given),1.1,-8,-6,-2,-10,0.91,-16,0,9
CCCCn1c(SCC2CCCO2)nc2cc(S(N)(=O)=O)ccc21 (stereo not given),0.93,7,-9,2,10,0.97,0,-5,2
CC(CC(=O)Nc1ccncc1)c1ccccc1 (stereo not given),0.88,12,-3,-1,-13,0.92,-3,3,8
COc1ccc(CCNC(=O)CCN2C(=O)C3CC=CCC3C2=O)cc1OC (stereo not given),1.1,-15,-8,-1,-3,1,6,-2,0
O=c1c2cc(N3CCOCC3)ccc2[nH]c(=S)n1CCCN1CCCCCC1,1,-2,-4,-2,5,0.96,-15,-3,4

Shown with two lines to a compound: 2 of the compounds above
Values run as follows: hIAP act, hIAP inh, A3G deaminase, beta cell repl, NALP3 yeast inh, mIAP act, SENP1 inh, A3A deaminase, mIAP inh
> COc1cccc(NC(=O)c2ccccc2-c2ccccc2)c1
    0.95, 5, -5, -1, 4, 0.96, 1, -1, 4
> O=C(NN1C(=O)CSC1=S)C(=O)NN1C(=O)CSC1=S
    2.5*, -145, 87, -2, -7, 0.11, 1, 99, 89*

Limited to NALP3 yeast inh and A3A deaminase (6 entries from above):
mol	NALP3 yeast inh	A3A deaminase
Cc1ccc2nc(SCC(=O)N3c4ccccc4CC3C)c(C)cc2c1 (stereo not given)	7	1
CC(CC(=O)Nc1ccncc1)c1ccccc1 (stereo not given)	-13	3
Cc1ccc(C2N(c3ccccc3)C(=O)N3CCCN23)cc1 (stereo not given)	28	-3
COC(=O)c1sccc1NC(=O)Nc1cccc(Cl)c1Cl	3	2
CC(N=C1NS(=O)(=O)c2ccccc21)C(=O)NCc1ccc2c(c1)OCO2 (stereo not given)	9	-3
CC(NC(=O)c1ccco1)C(=O)NC(C)c1cc(F)c(Cl)cc1Cl (stereo not given)	9	-3

This is a subset (hit frequency here may not be typical).
